Screening data deposited in PubChem BioAssay by several laboratories.
G6PDH counter: L. mesenteroides G6PDH inhibitors, counter-screen for G6PDH-coupled screening assays, biochemical, Leuconostoc mesenteroides enzyme. 0.12% of 200,000 active. glucose-6-phosphate dehydrogenase [Leuconostoc mesenteroides]. Purified L. mesenteroides G6PDH, diaphorase/resazurin coupled fluorescence, 45 min. inhibition, % at 5 µM; in the data active = inhibition above about 50%
STAT1 activator: STAT1 signaling activators, primary screen, cell-based, HTS, luciferase reporter; NIH 3T3 STAT1-luciferase reporter, IFN-gamma, luminescence; 100% = IFN-gamma alone, no compound; activation (% of control), % at 5.5 µM; 2.6% of 200,000 active; AID 932, 2007;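 active = activation above the screen-wide mean activation plus 3 SD, cut at about 130% in these data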;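 also: raw ratio to IFN-gamma control signal so 100% means no change and 0% no light; values of inactives mirror those of a sister screen read the other way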
Efa HMGR inh: inhibitors of E. faecalis class II HMGR, primary screen, biochemical, Enterococcus faecalis; purified E. faecalis HMGR, NADPH absorbance 340 nm kinetic; inhibition, % at 10 µM; HMG-CoA reductase (Enterococcus faecalis, mvaE); 0.41% of 190,000 active;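 active = inhibition above a set limit, the median over all tested compounds plus 3 SD, cut at about 9.5% in these data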;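 also: enzyme runs in reverse so mevalonate oxidation gives rising NADPH absorbance; 0% = complete reaction with DMSO and 100% = background rate lacking mevalonate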
FLuc stim CS: FLuc activators, initial screening, artefact control for FLuc-dependent activation tests, biochemical, ATPlite luminescence; Luciferin 4-monooxygenase (Photinus pyralis), P08659; ATPlite luciferase biochemical, 10 min; 0 = ATP-free wells, 1 = DMSO control; activation factor at 10 µM; 200,000 tested, under 10 active; AID 1027, 2008;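 active = luciferase activation factor, scaled between plate controls, of at least 2 with compound at 10 µM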
Target sequence (P08659 whole entry, looked up): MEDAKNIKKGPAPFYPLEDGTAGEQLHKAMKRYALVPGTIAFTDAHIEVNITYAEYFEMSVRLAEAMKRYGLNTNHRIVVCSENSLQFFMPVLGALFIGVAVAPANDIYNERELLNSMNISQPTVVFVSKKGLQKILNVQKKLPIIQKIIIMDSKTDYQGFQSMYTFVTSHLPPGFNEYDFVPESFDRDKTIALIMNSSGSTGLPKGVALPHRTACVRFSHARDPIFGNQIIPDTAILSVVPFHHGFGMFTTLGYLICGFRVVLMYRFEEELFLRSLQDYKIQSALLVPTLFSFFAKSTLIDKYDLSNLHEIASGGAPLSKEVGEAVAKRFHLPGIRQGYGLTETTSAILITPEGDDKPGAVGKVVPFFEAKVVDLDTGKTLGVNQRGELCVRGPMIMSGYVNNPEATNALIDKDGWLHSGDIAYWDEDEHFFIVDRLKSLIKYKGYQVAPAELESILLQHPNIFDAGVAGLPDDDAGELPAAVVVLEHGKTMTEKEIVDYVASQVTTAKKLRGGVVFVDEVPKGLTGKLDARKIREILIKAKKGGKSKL
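Material: Luciferase/luciferin reagent mix | Doses: Test compounds dosed from 2 mM stocks in 100% DMSO | Timing: 10 min incubation after luciferase reagent addition, room temperature | Measured by: Luminescence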
FLuc inh counter: firefly luciferase enzyme inhibitors, primary screen, artefact control for luciferase-based inhibitor screens, biochemical, luminescence, ATPLite | inhibition, % at 10 µM | AID 1006, 2008 | Luciferin 4-monooxygenase (Photinus pyralis), P08659 | 10 min | 1.5% of 200,000 active;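 active = inhibition above about 50% when tested at 10 µM, limit read from the data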
Hsp70 activator: Hsp70 transcriptional activators, primary screen, cell-based, HeLa, Hsp70 promoter luciferase, luminescence, 10 µM; activation, % at 10 µM; HeLa Hsp70 promoter luciferase reporter; scaled: vehicle 0, proteasome-inhibitor control 100%; 0.04% of 200,000 active; AID 1203, 2008;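 active = activation above the mean across all tested compounds plus 3 SD, cutoff set per campaign, cut at about 5.5% in these data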;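 also: 100% = MG132 at 30 µM as the positive control and 0% = DMSO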
Redox H2O2 prof: compounds producing H2O2 with reducing agent – biochemical, NIH compound library profiling, artefact control for MLSCN library redox annotation, primary screen. DTT-dependent redox cycling H2O2, phenol red/HRP absorbance; 100% = 100 µM peroxide control, 0% = buffer. activation, % at 10 µM. 0.03% of 200,000 active. AID 878, 2007;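 active = activation of at least 50% relative to the plate's high and low controls in the primary single-dose screen; inactive = activation below 50%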;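 also: compound incubated with DTT at 0.8 mM final as the reducing agent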
NF-kB expr up: activators of NF-kB expression in neurons, primary screen, cell-based, HTS. human neuronal cells, NF-kB reporter expression; hits give high values. fold change at 12.5 µM. 1.6% of 190,000 active. AID 1239, 2008; in the data active = fold change above about 3.3
APP 5'UTR act: activators of APP 5'UTR luciferase reporter, primary screen, SH-SY5Y cells; SH-SY5Y APP 5'UTR luciferase reporter, luminescence; zero percent = DMSO vehicle wells; activation, % at 2 µM; 1% of 190,000 active; AID 1276, 2008;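 active = activation above a set limit, based on mean plus 3 SD of controls, cut at about 140% in these data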; also: values of inactives mirror those of a sister screen read the other way
APP transl inh: inhibitors of APP translation via 5'UTR reporter, primary screen, APP 5'UTR luciferase, SH-SY5Y cells; 0.82% of 190,000 active; SH-SY5Y APP 5'UTR-luciferase reporter, luminescence; inhibition, % at 2 µM;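 active = inhibition above a set limit, derived from the sample mean plus 3 SD, cut at about 45% in these data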; also: values of inactives mirror those of a sister screen read the other way
Active calls of the source: *; / = not tested or not shown. This is a random part of the collection (roughly 5.3% active in at least one column).

smiles,G6PDH counter,STAT1 activator,Efa HMGR inh,FLuc stim CS,FLuc inh counter,Hsp70 activator,Redox H2O2 prof,NF-kB expr up,APP 5'UTR act,APP transl inh
Cn1c(-c2ccc(F)cc2)cnc1SCC(=O)N1CCCc2ccccc21,4,94,1,1,2,-0.2,0.0,0.93,-2,2
Cc1ccc(-n2c(SCC(N)=O)nnc2-c2ccccn2)cc1,7,90,-1,1,-4,-0.6,1.5,1.2,-3,3
Cc1c(NC(=O)CCSCCc2ccccn2)cccc1[N+](=O)[O-],1,91,-1,1,0,-0.3,-0.4,0.97,4,-4
CCOC(=O)c1c(NC(=O)CC(C)C)sc(C(C)=O)c1C,6,90,-2,1.1,-6,0.1,-0.7,5.9*,-14,14
CCCc1nnc(SCC(=O)N(CC)CC)n1CC1CCCO1 (stereo unspecified),9,102,0,1.1,-7,-0.2,-0.1,1.2,12,-12
COc1cc(S(=O)(=O)N2CCOCC2)ccc1NC(=O)c1cc2c(s1)CCC2,5,104,-8,1.1,-7,0.1,-3.0,0.76,-16,16
COc1ccc(OC)c(NC(=O)C23CC4CC(C2)CC(n2cnc(Br)n2)(C4)C3)c1,4,99,-7,1.1,-6,-0.2,0.1,1,24,-24
CN1CCN(Cc2c(O)ccc3cc(-c4ccccn4)c(=O)oc23)CC1,9,100,-3,1.1,-8,-0.2,-0.8,0.99,-14,14
COc1cccc(C2CC(C(F)(F)F)n3ncc(C(=O)O)c3N2)c1 (stereo unspecified),0,98,-10,1,-2,-0.3,-3.1,1,2,-2
Nc1nnc(-c2ccc(Cl)c([N+](=O)[O-])c2)s1,1,85,1,1,-5,-0.1,-2.2,1.4,4,-4
Cn1nnc(NC(=O)c2ccco2)n1,8,103,1,1.1,-8,-0.1,2.8,0.93,-8,8
COc1cc(/C=C(\C#N)C(=O)Nc2cccc3ncccc23)cc(OC)c1OC,13,97,2,1.1,-8,-0.3,0.2,1.3,8,-8
COc1cc(OC)cc(C(=O)NCC(=O)OCC(=O)N2CC(C)CC(C)C2)c1 (stereo unspecified),1,94,-4,1,-1,-0.3,-0.2,1.1,22,-22
COc1cc(-c2n[nH]c(=S)n2-c2cccc(C(F)(F)F)c2)cc(OC)c1OC,15,100,-5,1.1,-7,-0.2,0.4,1.2,22,-22
COc1ccc(/C=C(/C#N)C(=O)Nc2ccc(O)cc2)cc1C(=O)O,0,95,-3,1.1,-7,0.1,-0.5,1.1,-13,14
Cc1cc(OCCCCN2C(=O)NC(C)(C)C2=O)ccc1[N+](=O)[O-],2,92,2,1,-3,0.1,-0.3,0.83,1,-1
COc1cc(/C=N/NC(=O)CCC(=O)NC2CCCCC2)ccc1C,10,107,-5,1,-1,-0.1,-2.6,1.2,6,-6
COc1cc(C(=O)NC(CCSC)C(=O)OCC(=O)NC(=O)C2CCCCC2)cc(OC)c1OC (stereo unspecified),5,106,-1,1.1,-6,-0.3,0.4,1.1,20,-20
COc1ccc(/C=C2\CCCC3C2=NN(C(=O)CSc2n[nH]c(N)n2)C3c2ccc(OC)cc2)cc1 (stereo unspecified),8,105,-5,1.1,-9,-0.1,-0.1,0.77,9,-9
O=C1NN=C(CSc2n[nH]c(=S)s2)CS1,1,100,0,1,4,-0.4,-0.1,1.2,-5,6
Cn1ccnc1C(=O)c1ccc(S(=O)(=O)N2CCCC2)cc1,1,111,2,1,0,-0.2,-2.8,1.1,12,-12
CN(c1ccc(C(=O)NC2CC2)cc1)S(=O)(=O)c1ccccc1,9,100,-4,1.1,-6,0.4,0.0,1.4,9,-9
Cc1ccc(CN2CCN(CC(=O)N=Nc3c(O)[nH]c4ccccc34)CC2)cc1,-24,109,3,1.1,-8,-0.4,3.4,0.71,1,-1
CCCCC(C)(O)C/C=C/[C@H]1[C@H](O)CC(=O)[C@@H]1CCCCCCC(=O)OC (stereo partly specified),-3,93,-4,1,-2,-0.2,-0.1,1.3,24,-24
CCOC(=O)N1CCN(C(=O)c2ccc(Cl)c(S(=O)(=O)Nc3ccccc3)c2)CC1,5,91,-4,1.1,-10,-0.2,2.2,0.99,-19,19

Two neighbouring compounds from above, for reference:
smiles,G6PDH counter,STAT1 activator,Efa HMGR inh,FLuc stim CS,FLuc inh counter,Hsp70 activator,Redox H2O2 prof,NF-kB expr up,APP 5'UTR act,APP transl inh
CCCCC(C)(O)C/C=C/[C@H]1[C@H](O)CC(=O)[C@@H]1CCCCCCC(=O)OC (stereo partly specified),-3,93,-4,1,-2,-0.2,-0.1,1.3,24,-24
CCOC(=O)N1CCN(C(=O)c2ccc(Cl)c(S(=O)(=O)Nc3ccccc3)c2)CC1,5,91,-4,1.1,-10,-0.2,2.2,0.99,-19,19

6 compounds from above, limited to FLuc stim CS and Efa HMGR inh.
| mol | FLuc stim CS | Efa HMGR inh |
| --- | --- | --- |
| COc1ccc(/C=C2\CCCC3C2=NN(C(=O)CSc2n[nH]c(N)n2)C3c2ccc(OC)cc2)cc1 (stereo unspecified) | 1.1 | -5 |
| O=C1NN=C(CSc2n[nH]c(=S)s2)CS1 | 1 | 0 |
| Cn1ccnc1C(=O)c1ccc(S(=O)(=O)N2CCCC2)cc1 | 1 | 2 |
| CN(c1ccc(C(=O)NC2CC2)cc1)S(=O)(=O)c1ccccc1 | 1.1 | -4 |
| Cc1ccc(CN2CCN(CC(=O)N=Nc3c(O)[nH]c4ccccc34)CC2)cc1 | 1.1 | 3 |
| CCCCC(C)(O)C/C=C/[C@H]1[C@H](O)CC(=O)[C@@H]1CCCCCCC(=O)OC (stereo partly specified) | 1 | -4 |

Entries of single compounds, quoted from the list:
Shown for `Cn1c(-c2ccc(F)cc2)cnc1SCC(=O)N1CCCc2ccccc21` = G6PDH counter = 4; STAT1 activator = 94; Efa HMGR inh = 1; FLuc stim CS = 1; FLuc inh counter = 2; Hsp70 activator = -0.2; Redox H2O2 prof = 0.0; NF-kB expr up = 0.93; APP 5'UTR act = -2; APP transl inh = 2
Shown for `Nc1nnc(-c2ccc(Cl)c([N+](=O)[O-])c2)s1` = G6PDH counter = 1; STAT1 activator = 85; Efa HMGR inh = 1; FLuc stim CS = 1; FLuc inh counter = -5; Hsp70 activator = -0.1; Redox H2O2 prof = -2.2; NF-kB expr up = 1.4; APP 5'UTR act = 4; APP transl inh = -4

(listing goes on)
smiles,G6PDH counter,STAT1 activator,Efa HMGR inh,FLuc stim CS,FLuc inh counter,Hsp70 activator,Redox H2O2 prof,NF-kB expr up,APP 5'UTR act,APP transl inh
CCNC(=O)N1C(=O)C2(OCCO2)c2ccccc21,5,105,-6,1.1,-6,0.0,-0.1,1.1,29,-29
CCCCOc1cccc(C(=O)N(Cc2cccs2)C2CCS(=O)(=O)C2)c1 (stereo unspecified),4,97,-4,1,-1,0.1,-0.1,0.89,-4,4
O=C(NCC(c1ccco1)N1CCCCC1)C(c1ccccc1)c1ccccc1 (stereo unspecified),8,99,-1,1,0,-0.5,-0.5,1.3,-3,3
O=C(CCCC(=O)n1cnc2ccccc21)n1cnc2ccccc21,7,97,-3,1,1,-0.1,-2.3,1.2,-5,5
Cc1ccc(OC/C(O)=C(\C#N)c2nc3ccccc3s2)cc1,0,101,-5,0.9,8,-0.5,0.0,1.1,-4,4
COc1ccc(-n2c(COc3ccc(Cl)cc3)nnc2SCc2ccc(C#N)cc2)cc1,15,101,-9,1.1,-10,-0.3,0.2,0.17,-13,13
Cc1cccc(OCCn2cc(/C=N/NC(=O)c3ccncc3)c3ccccc32)c1,2,94,-6,1.1,-6,-0.3,1.3,1,-2,2
Cc1ccccc1NC(=O)Cn1c(NCC(C)O)nc2ccccc21 (stereo unspecified),2,102,2,1,-5,-0.2,0.3,1.1,21,-21
CCNS(=O)(=O)c1ccc(CCC(=O)NC2CCCC2)cc1,-2,95,-6,1.1,-6,-0.3,-0.7,1.4,-14,14
CC1(C)N=C(C(=O)c2ccccc2)N(O)C1(C)O (stereo unspecified),2,94,0,1,-1,0.7,1.3,1.1,9,-9
Cc1cccc(N2CCN(C(=O)c3ccc(N4CCCC4=O)cc3)CC2)c1C,1,97,2,1,-1,0.0,0.0,0.6,-10,10
O=C(Cn1c2ccccc2c(=O)c2cc([N+](=O)[O-])ccc21)Nc1ccccc1Cl,-44,97,-3,1,-4,-0.1,0.3,1,-1,1
CCN1CCN(c2ccc(S(=O)(=O)N3CCCC3)cn2)CC1,2,105,-3,1,-2,0.3,-1.8,1.1,-10,10
O=C(CCc1ccc(S(=O)(=O)N2CCOCC2)cc1)Nc1nc(COc2ccccc2)cs1,3,92,-5,1.1,-6,-0.5,-1.4,0.68,-15,15
c1ccc(CCc2nn3c(Cc4ccccc4)nnc3s2)cc1,-12,100,0,1.1,-8,0.1,2.4,1.1,-11,11
CCCS(=O)(=O)N1CCCC(C(=O)NCCCN(Cc2ccccc2)C(C)C)C1 (stereo unspecified),3,97,-2,1,-2,-0.4,4.0,0.9,/,/
COc1cccc(C(=O)N=c2sc3c(C)ccc(OC)c3n2C)c1,-18,/,2,0.9,14,/,/,2.6,/,/
Cc1ccc(N2CCN(CC(O)COC3CCCCC3)CC2)cc1 (stereo unspecified),20,102,-1,1,3,-0.3,1.1,1.1,-9,10
N/C(CC(=O)NCCOc1ccccc1)=N\O,8,95,-5,1.1,-5,0.1,1.3,1,-16,16
N#CC1(c2ccccc2)CCCN1C(=O)c1ccco1 (stereo unspecified),1,95,0,1,-4,-0.2,2.5,1,9,-9
Cc1occc1C(=O)NNC(=S)Nc1cccc([N+](=O)[O-])c1,-6,109,-2,1,3,-0.2,1.3,1.6,43,-43
Cc1c(-c2nnc(SCC(=O)O)n2-c2ccccc2Br)nnn1-c1ccccc1,4,99,-2,1.1,-7,-0.2,-0.4,1.2,15,-16
C=CCn1c(=O)c2ccccc2n2c(SCC(=O)Nc3sc(C(=O)N(CC)CC)c(C)c3C(=O)OCC)nnc12,9,96,3,1,1,-0.1,0.7,0.62,12,-12
CCN1CCN(c2ccc([N+](=O)[O-])cc2S(=O)(=O)N2CCOCC2)CC1,3,102,-6,1.1,-8,-0.1,0.0,1.2,11,-11
CCOC(=O)CSc1nnc(-c2ccc(S(=O)(=O)NCc3cccs3)cc2)o1,/,97,/,/,/,0.1,0.4,/,3,-3
